# BaF3 tox: parental Ba/F3 viability inhibition as JAK2V617F counter-screen; CellTiter-Glo ATP luminescence; inhibition, % at 5.6 µM; actives 1.1% (n = 220,000); AID 1486;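 active = inhibition above a per-campaign cutoff, the mean inhibition of all tested compounds plus 3 SD, cut at about 27% in these data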;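 also: 0% = DMSO wells and 100% = JAK Inhibitor I control wells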
# Ba/F3 V617F tox: loss of viability in JAK2V617F-driven Ba/F3 cells | inhibition, % at 5.6 µM | Ba/F3 EpoR-JAK2V617F viability, ATP luminescence | actives 1.1% (n = 220,000) | AID 1446;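 active = inhibition above the campaign mean plus 3 SD over all tested compounds, cut at about 24% in these data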;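 also: cytokine-independent growth of Ba/F3 cells driven by EpoR plus mutant JAK2; 0% = DMSO-treated cells and 100% = JAK inhibitor I control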
# NPY2 pot ag: potentiators or agonists of human neuropeptide Y receptor Y2; P49146; activation, % at 3.6 µM; AID 1359; cells expressing NPY-Y2, potentiator/agonist read-out; actives 0.45% (n = 220,000); in the data active = activation above about 27%;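 also: cells stimulated with NPY near EC25 plus isoproterenol at EC100; 0% = vehicle plus submaximal agonist and 100% = vehicle plus saturating agonist; some results beyond the cut were filed as inactive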
# NCF1 inh: blocks human p47phox regulatory protein of NADPH oxidases; P14598; p47phox/p22phox peptide binding, fluorescence polarization, 2 h; inhibition, % at 24.7 µM; actives 0.53% (n = 220,000); AID 1274;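 active = inhibition above about 30%, limit read from the data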;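 also: 0% = p47phox with labelled peptide and 100% = labelled peptide alone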
# Target sequence (P14598 whole entry, looked up): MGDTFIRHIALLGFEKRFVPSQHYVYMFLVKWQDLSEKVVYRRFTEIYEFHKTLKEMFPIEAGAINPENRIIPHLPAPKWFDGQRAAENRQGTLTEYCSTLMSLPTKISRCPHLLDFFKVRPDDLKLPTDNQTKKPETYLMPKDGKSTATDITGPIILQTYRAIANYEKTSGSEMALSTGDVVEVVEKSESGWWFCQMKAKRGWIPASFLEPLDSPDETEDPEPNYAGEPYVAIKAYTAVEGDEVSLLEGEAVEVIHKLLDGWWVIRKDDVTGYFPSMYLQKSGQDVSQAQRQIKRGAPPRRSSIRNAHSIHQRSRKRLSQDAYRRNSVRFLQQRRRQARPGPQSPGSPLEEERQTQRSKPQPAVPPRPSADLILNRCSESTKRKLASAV
# NPY Y1 blocker: NPY-Y1 (human) receptor antagonism. P25929. HEK293-CNG Y1 cells, membrane potential fluorescence; NPY at EC95, then isoproterenol. inhibition, % at 3.6 µM. actives 1% (n = 200,000). AID 1040;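 active = inhibition above the campaign mean inhibition of all tested compounds plus 3 SD, cut at about 20% in these data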;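 also: 0% = DMSO wells given NPY plus isoproterenol and 100% = isoproterenol alone without NPY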
#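 System: HEK293 cells with Y1 receptor plus CNG channel / Probe or stimulus: NPY 25 nM then isoproterenol 1 µM plus Ro 20-1724 25 µM / Compound: one concentration, 3.6 µM, in 0.4% DMSO / Schedule: compound incubation 1 h at room temperature, readout 45 min post-stimulation / Measured by: membrane potential fluorescence / Read-out: % inhibition of NPY effect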
# S1P4 antagonist: blocks the human S1P4 receptor | O95977 | S1P4-expressing cells, antagonist mode, reporter read-out | inhibition, % at 4.98 µM | actives 0.26% (n = 220,000) | AID 1510; in the data active = inhibition above about 29%;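 also: 0% = wells stimulated with agonist and 100% = vehicle wells without agonist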
# Target sequence (O95977 whole entry, looked up): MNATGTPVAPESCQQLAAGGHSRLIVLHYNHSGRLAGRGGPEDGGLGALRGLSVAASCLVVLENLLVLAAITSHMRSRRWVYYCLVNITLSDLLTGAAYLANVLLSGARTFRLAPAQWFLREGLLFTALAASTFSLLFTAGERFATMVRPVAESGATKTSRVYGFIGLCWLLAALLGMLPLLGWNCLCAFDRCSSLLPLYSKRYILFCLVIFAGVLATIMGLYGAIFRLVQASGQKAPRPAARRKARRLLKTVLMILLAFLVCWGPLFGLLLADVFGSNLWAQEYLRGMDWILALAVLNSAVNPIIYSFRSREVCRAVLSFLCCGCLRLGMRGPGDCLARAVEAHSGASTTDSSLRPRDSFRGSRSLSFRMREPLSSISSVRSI
# NPY-Y1 PAM-ag: potentiators or agonists of human neuropeptide Y receptor Y1; P25929; NPY-Y1 expressing cells, potentiator/agonist activation; activation, % at 3.6 µM; actives 0.37% (n = 220,000); AID 1304; in the data active = activation above about 33%, passing the limit was not always enough;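 also: cells stimulated with NPY at EC10 then isoproterenol at EC100; 0% = low agonist plus stimulus and 100% = saturating agonist plus stimulus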
# CHOP inh: inhibitors of CHOP induction in ER stress response. CHO-K1 CHOP-promoter luciferase, tunicamycin-induced, 15-18 h. inhibition, % at 10 µM. actives 3.8% (n = 220,000);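 active = compounds that reduced the stress-induced luciferase reporter signal by more than about 70% of percent inhibition, limit read from the data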;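 also: 0% = tunicamycin plus vehicle and 100% = wells without tunicamycin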
# S1P4 agonist: activates the human S1P4 receptor; S1P4-expressing cell line, agonist reporter assay; actives 0.35% (n = 220,000); O95977; activation, % at 4.98 µM; in the data active = activation above about 11%;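 also: 0% = DMSO vehicle and 100% = reference agonist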
# * marks the source's active call; other numbers are inactive results; . = not tested or not shown.
SMILES,BaF3 tox,Ba/F3 V617F tox,NPY2 pot ag,NCF1 inh,NPY Y1 blocker,S1P4 antagonist,NPY-Y1 PAM-ag,CHOP inh,S1P4 agonist
O=C(COC(=O)c1ccc(S(=O)(=O)N2CCOCC2)cc1)NC1CCCC1,0,-3,11,9,-8,-14,20,-19,-2.0
O=C(CN1CCN(C(c2ccccc2)c2ccccc2)CC1)N1N=CCC1c1ccccc1 (stereo not given),-1,-1,-7,-12,.,1,9,-10,-0.4
O=C1C2CCCN2C(c2ccccc2)N1c1nccs1 (stereo not given),-1,1,-5,-10,-3,-2,20,25,-1.9
Oc1ccc(/C=N/NC(=S)Nc2cccnc2)c(O)c1O,-1,-3,0,-42,.,-11,11,1,-0.6
O=C(c1cccc(C(=O)N2CCN(c3ccccc3F)CC2)c1)N1CCN(c2ccccc2F)CC1,4,4,3,-6,18,0,-7,53,-1.1
O=C(C1=C[C@H](c2ccc3c(c2)OCO3)C[C@H](OCCCCO)O1)N1CCOCC1,-1,-4,3,.,7,2,-3,7,-0.5
CCOC(=O)/C(=N/Nc1ccccc1)Sc1nnnn1-c1ccc(C)cc1,4,1,5,1,-1,-11,-6,43,3.9
O=C(O)c1nc(N2CCCC2)ncc1Cl,2,-2,-17,1,6,-20,-19,-27,-1.7
Cc1c(C(=O)NCc2ccco2)oc2ccc(S(=O)(=O)N3CCC4(CC3)OCCO4)cc12,8,4,3,-14,-4,-4,-6,23,0.3
O=C(COc1ccc2c(c1)C(=O)CC1(CCCCC1)O2)NCc1ccccc1,3,1,-38,-5,18,-11,-6,-8,1.1
Cc1cc(C(=O)Nc2nc3ccc(S(C)(=O)=O)cc3s2)c(C)o1,3,-1,15,-25,-2,8,-16,-19,-0.6
Nc1c(N(CCO)C(=O)C2CCCCC2)c(=O)[nH]c(=O)n1Cc1ccccc1,2,2,-1,-18,.,7,-7,0,0.7
CCN(Cc1ccccc1)CC(O)COc1ccccc1 (stereo not given),5,1,-13,2,10,-6,-28,27,2.9
CCOCCCNC(=O)COc1ccc(OC)cc1,7,0,-5,-11,3,13,-1,-5,0.0
Cc1cc2ccccc2c(=O)n1CC(=O)NCC(=O)N1CCN(c2ccccc2)CC1,3,0,-12,2,5,14,6,18,-1.5
Brc1csc(/C=N/Nc2nc3ccccc3s2)c1,1,-4,1,-38,3,2,-12,68,2.4
Cc1nn2c(N)c(C#N)cnc2c1-c1ccccc1,4,-3,0,-2,14,-9,-27,18,-2.4
COc1cc(OC)cc(C(=O)OCC(=O)Nc2ccc(N3CCCCC3)cc2)c1,7,3,7,21,1,1,0,59,1.2
Cc1ccc(NC(=O)C2CCCN2S(=O)(=O)c2ccc3c(c2)n(C)c(=O)c(=O)n3C)cc1C (stereo not given),0,-2,6,-5,-5,-4,-5,-2,0.3
COc1ccccc1N1CCN(C(=O)C(F)F)CC1,0,-1,21,-7,1,7,-2,15,-0.5
CC(=O)Nc1cccc(-c2csc(Nc3cccc(C)n3)n2)c1,9,3,-2,-7,-6,-27,17,-22,1.1
O=C1NC(=S)CN1c1ccccc1,-3,-4,19,-13,.,13,14,-6,0.0
Cc1ccc(N(CC(=O)NCc2ccccc2Cl)S(=O)(=O)c2cccs2)cc1,4,3,1,-7,14,-4,-7,32,0.5
O=C(CN1C(=O)NC2(CCCCC2)C1=O)Nc1ccc(N2CCOCC2)cc1,6,3,-5,5,-3,0,6,11,-0.8
COCCCNC(=S)NNC(=S)Nc1ccccc1,0,-1,-1,-6,.,7,9,-8,0.2
Cc1ccc(OCCNC(=O)C2CC(=O)N(c3ccc(C)cc3)C2)cc1 (stereo not given),2,1,-4,2,7,-2,-8,45,-0.2
CN(C)S(=O)(=O)c1ccc2nnn(OCC(=O)NC34CC5CC(CC(C5)C3)C4)c2c1,15,6,-5,-1,-1,-6,-8,6,-1.7
O=C(NCCCN1CCCC1=O)c1cc2c(s1)CCCCC2,-7,-6,-4,-14,.,-8,12,-36,0.6
CCCC1(c2ccccc2)NC(=O)N(CC(=O)Nc2cc(C)on2)C1=O (stereo not given),2,-2,0,6,-2,-15,9,-8,1.0
CCOc1ccc(C2C(C#N)=C(N)Oc3cc(C)oc(=O)c32)cc1 (stereo not given),5,0,-7,-8,1,19,2,19,-0.4
O=C(Nc1ccc(Cl)cc1)Nc1nnc(CSCc2ccccc2)s1,6,-1,9,-6,-2,-10,-16,19,-1.3
CC(/C=C/c1ccc2c(c1)OCO2)=N/NC(=O)c1ccc(C)nc1,1,-3,1,-17,5,-15,-3,-9,-0.4
COc1ccc(C)cc1NC(=O)C(OC(=O)CNC(=O)c1cc(C)cc(C)c1)c1ccccc1 (stereo not given),5,0,1,-7,1,-5,1,15,-0.4
CCOCCCn1c(=NC(=O)c2cccs2)c(C#N)cc2c(=O)n3cccc(C)c3nc21,0,2,4,-12,.,2,-8,-1,6.4
Cc1[nH]c2ccccc2c1C(=O)CN1CCCCC1C (stereo not given),1,-5,5,-20,2,-2,5,33,-1.2
Cc1ccc(C(C(=O)NC2CCCCC2)N(Cc2ccco2)C(=O)Cn2cnc3ccccc32)cc1 (stereo not given),4,1,-42,5,34*,-8,-65,-12,2.0
COc1ccc(OC)c(C2CC(=O)N3CN(c4ccc(C)c(Cl)c4)CSC3=C2C#N)c1 (stereo not given),6,2,1,-18,-1,-3,1,33,-0.2
CCNC(=S)N1CCN=C1Nc1nc(C)cc(C)n1,4,2,-16,.,-2,-15,-15,-4,2.1
CCO[C@@H]1OC(C(=O)O)=C[C@H](C2CCCCC2)[C@H]1CCCO,3,-7,-1,-1,-1,6,-5,14,-1.2
CC(=O)Cn1cnc2sc(-c3ccccc3)cc2c1=O,4,-2,16,-5,1,-3,-1,-9,0.9

# Pulled by structure from the list above:
SMILES,BaF3 tox,Ba/F3 V617F tox,NPY2 pot ag,NCF1 inh,NPY Y1 blocker,S1P4 antagonist,NPY-Y1 PAM-ag,CHOP inh,S1P4 agonist
CCCC1(c2ccccc2)NC(=O)N(CC(=O)Nc2cc(C)on2)C1=O (stereo not given),2,-2,0,6,-2,-15,9,-8,1.0
CC(/C=C/c1ccc2c(c1)OCO2)=N/NC(=O)c1ccc(C)nc1,1,-3,1,-17,5,-15,-3,-9,-0.4

# In the list so far, these have a halogen.
SMILES,BaF3 tox,Ba/F3 V617F tox,NPY2 pot ag,NCF1 inh,NPY Y1 blocker,S1P4 antagonist,NPY-Y1 PAM-ag,CHOP inh,S1P4 agonist
O=C(c1cccc(C(=O)N2CCN(c3ccccc3F)CC2)c1)N1CCN(c2ccccc2F)CC1,4,4,3,-6,18,0,-7,53,-1.1
O=C(O)c1nc(N2CCCC2)ncc1Cl,2,-2,-17,1,6,-20,-19,-27,-1.7
Brc1csc(/C=N/Nc2nc3ccccc3s2)c1,1,-4,1,-38,3,2,-12,68,2.4
COc1ccccc1N1CCN(C(=O)C(F)F)CC1,0,-1,21,-7,1,7,-2,15,-0.5
Cc1ccc(N(CC(=O)NCc2ccccc2Cl)S(=O)(=O)c2cccs2)cc1,4,3,1,-7,14,-4,-7,32,0.5
O=C(Nc1ccc(Cl)cc1)Nc1nnc(CSCc2ccccc2)s1,6,-1,9,-6,-2,-10,-16,19,-1.3
COc1ccc(OC)c(C2CC(=O)N3CN(c4ccc(C)c(Cl)c4)CSC3=C2C#N)c1 (stereo not given),6,2,1,-18,-1,-3,1,33,-0.2

# The list continues.
SMILES,BaF3 tox,Ba/F3 V617F tox,NPY2 pot ag,NCF1 inh,NPY Y1 blocker,S1P4 antagonist,NPY-Y1 PAM-ag,CHOP inh,S1P4 agonist
COc1ccc(C(=O)NCCN2C(=O)S/C(=C\c3cccnc3)C2=O)cc1[N+](=O)[O-],0,-1,0,-11,.,9,21,-16,-0.6
C=CCn1c(=S)[nH]c2nc3c(cc2c1=O)CCCC3,4,1,-14,-18,5,-9,-6,-1,0.5
COc1ccc(CCNC(=O)CCNC(=O)c2ccc(Cl)cc2)cc1OC,7,0,-2,-11,8,-12,-13,-4,-0.4
COc1ccc(C(=O)NCC2(c3ccccc3)CCOCC2)cc1,3,-4,28,-9,.,-12,15,-34,-0.9
Cc1sc2ncn(-c3ccccc3)c(=O)c2c1C,7,-1,-1,-4,1,3,11,22,-1.0
CCC(=O)c1ccc(OCC(=O)NCCc2ccccn2)cc1,1,0,0,8,1,-6,12,-12,0.6
O=C(NCc1ccc(Cl)cc1)C1CCN(S(=O)(=O)c2ccc(F)cc2)CC1,4,-1,-12,-3,1,-6,-20,-1,0.0
O=C(NNC1=NCCCCC1)c1cccc([N+](=O)[O-])c1,2,0,3,6,-1,-4,0,-1,0.7
COC(C(=O)NC1CCCCCCC1)c1ccccc1 (stereo not given),-1,-1,-3,-2,-2,-6,-9,-31,0.5
COc1cc2c(cc1OC)CN(c1nc(CN3CCOCC3)nc3sc4c(c13)CCCC4)CC2,2,-5,-14,-9,2,7,-52,26,-1.7
O=C(CSc1nc2ccccc2c(=O)n1CCC(=O)N1CCCCC1)NCc1ccccc1,3,-1,5,-5,7,2,19,12,1.8
COc1cc(C=O)ccc1Oc1nc(Nc2ccc(F)cc2F)nc(N2CCOCC2)n1,1,5,-25,-7,5,-14,-30,16,-1.9
CNc1nc(N/N=C/c2ccc([N+](=O)[O-])cc2)nc(Nc2ccccc2)n1,3,0,7,-3,0,-12,8,39,1.1
CC(=O)Nc1ccc(OCC(=O)c2cc(C)ccc2C)cc1,2,0,-6,-13,1,4,2,46,1.7
COc1cccc(C(=O)NCc2ccc(N3CCN(C(=O)OC(C)(C)C)CC3)cc2)c1,6,-2,-4,-11,2,-21,16,44,1.3
COc1ccc(C(=O)CSc2nc(C)cc(C)n2)cc1[N+](=O)[O-],9,2,-9,-12,4,-3,8,-10,2.1
CC(=O)Nc1ccc(S(=O)(=O)N2CCCCC2C(=O)O)cc1 (stereo not given),6,0,1,-6,8,-3,1,14,0.9
Cc1ccc(S(=O)(=O)n2nc(C)cc2C)cc1,2,3,8,43*,4,13,0,17,-0.8
Cc1ccc(S(=O)(=O)Nc2ccccc2-c2ccccc2)cc1,71*,69*,-7,-3,8,-13,-2,29,-2.9
COc1ccc(CNS(=O)(=O)c2cccc(S(=O)(=O)N3CCOCC3)c2)cc1,1,2,9,-12,-5,-6,-2,17,-0.5
COCC(=O)Nc1cccc(C(F)(F)F)c1,4,2,12,1,-6,-12,-7,15,2.2
Cc1sc2ccccc2[n+]1CC(=O)O,-2,4,-9,-204,.,6,1,16,1.5
Cc1cc2oc(=O)cc(CN3CCc4ccccc43)c2cc1Cl,4,-1,-16,-26,16,4,-36,2,1.6
CCOc1ccc(S(=O)(=O)NCCN2CCOCC2)c2ccccc12,7,0,-3,-9,2,-10,-13,8,0.1
COCCCNS(=O)(=O)c1ccc(Oc2ncc(C(F)(F)F)cc2Cl)cc1,7,0,-7,-6,-2,5,13,53,-0.6
COc1ccc(Cl)cc1NC(=O)CCN1CCOCC1,-1,-4,-9,-5,.,-15,5,5,2.6
CCN1C(=O)C(O)(CC(=O)c2cc(C)ccc2C)c2ccccc21 (stereo not given),5,6,-8,-5,-1,13,1,-12,-4.4
CN(C)c1ccc(CNc2ccc3c(c2)ncn3C)cc1,33*,21,0,-5,7,-1,-15,-7,3.0
O=C(NCc1ccccn1)C1CCN(S(=O)(=O)c2cccs2)CC1,2,-2,-14,-11,5,3,18,-9,1.6
OCc1cnc(SCc2ccccc2)n1Cc1ccccc1,6,-1,14,-6,-5,-21,-1,14,0.7
Cc1ccc(C2N(c3ccccc3)C(=O)N3CCCN23)cc1 (stereo not given),7,-2,4,-1,7,6,-10,8,-2.0
